# Screening results deposited in PubChem BioAssay by Dana-Farber Cancer Institute and Novartis Institutes for BioMedical Research (Cambridge, Mass).
# UCHL1 block = human UCHL1 deubiquitinase inhibition; 0.2% of 47,000 active; AID 1645859; P09936; inhibition, % at 20 µM; purified UCHL1, Ub-rhodamine cleavage fluorescence
# Target sequence (P09936 whole entry, looked up): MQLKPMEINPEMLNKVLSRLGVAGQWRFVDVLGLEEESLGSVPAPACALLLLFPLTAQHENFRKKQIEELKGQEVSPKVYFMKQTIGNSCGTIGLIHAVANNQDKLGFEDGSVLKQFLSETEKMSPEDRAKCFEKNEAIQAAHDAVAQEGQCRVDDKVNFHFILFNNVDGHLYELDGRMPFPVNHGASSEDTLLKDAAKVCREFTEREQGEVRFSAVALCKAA
# USP28 block = blocks human USP28 ubiquitin-rhodamine cleavage; AID 1645857; purified USP28, Ub-rhodamine cleavage fluorescence, 30 min; 3% of 47,000 active; inhibition, % at 25 µM
# USP10 inh = blocks human USP10 ubiquitin-rhodamine cleavage; Q14694; purified USP10, Ub-rhodamine fluorescence, 60 min; inhibition, % at 20 µM; 1.1% of 47,000 active; AID 1645856
# USP7 inh = blocks human USP7 ubiquitin-rhodamine cleavage; Q93009; purified USP7, Ub-rhodamine cleavage fluorescence; inhibition, % at 20 µM; 0.3% of 47,000 active; AID 1645854
# OTUD3 inh = human OTUD3 deubiquitinase inhibition | purified OTUD3, Ub-rhodamine fluorescence, 2 h | Q5T2D3 | inhibition, % at 25 µM | 0.7% of 47,000 active
# Target sequence (Q5T2D3 whole entry, looked up): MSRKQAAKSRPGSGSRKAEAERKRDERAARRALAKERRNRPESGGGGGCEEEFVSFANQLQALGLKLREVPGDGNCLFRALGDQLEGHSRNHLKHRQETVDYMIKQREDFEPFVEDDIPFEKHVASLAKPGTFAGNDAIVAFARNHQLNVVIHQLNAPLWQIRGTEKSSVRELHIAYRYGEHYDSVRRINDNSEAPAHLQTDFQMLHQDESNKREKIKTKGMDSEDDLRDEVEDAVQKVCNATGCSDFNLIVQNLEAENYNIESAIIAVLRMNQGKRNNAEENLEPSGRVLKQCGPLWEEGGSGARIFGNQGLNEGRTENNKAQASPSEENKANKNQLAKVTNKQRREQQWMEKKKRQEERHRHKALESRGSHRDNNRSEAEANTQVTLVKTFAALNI
# USP8 inh = human USP8 deubiquitinase inhibition. P40818. purified USP8, Ub-rhodamine cleavage fluorescence, 30 min. inhibition, % at 20 µM. 4.2% of 47,000 active
# USP17 inh = human USP17-like deubiquitinase inhibition; A8MUK1; purified USP17, Ub-rhodamine cleavage fluorescence, 3 h; inhibition, % at 50 µM; 6.5% of 47,000 active; AID 1645855
# USP30 inh = inhibitors of human USP30 deubiquitinase. 5.3% of 47,000 active. purified USP30, Ub-rhodamine cleavage fluorescence. inhibition, % at 25 µM. Q70CQ3
# * marks the source's active call; other numbers are inactive results; . = not tested or not shown. Cut-off read from the data, not from the text of the source: active = inhibition above about 30%; inactive = the rest. The order is random; about 13% have a hit in one of these screens.
SMILES,UCHL1 block,USP28 block,USP10 inh,USP7 inh,OTUD3 inh,USP8 inh,USP17 inh,USP30 inh
CC(NC(=O)c1ccccc1)c1nc(-c2ccc(S(=O)(=O)N3CCCCC3)cc2)no1 (stereo unspecified),1.2,3.8,0.4,0.4,0.1,5.3,21.3,0.1
O=C(c1ccc(F)cc1)N1CCC(c2ccnc(Nc3ccccn3)n2)C1 (stereo unspecified),0.4,6.2,0.2,3.5,2.9,-0.5,-1.3,6.5
CN(Cc1ccccc1)c1ncc(-c2ccc(OC(F)(F)F)cc2)cn1,4.1,-3.3,8.1,6.9,2.0,4.8,3.5,-0.6
Cc1ccc(-c2nn3c(NCC4CCCO4)cc(C)nc3c2C)cc1 (stereo unspecified),1.5,-10.8,0.2,-3.0,-17.7,-9.0,-10.3,-10.1
CC(C)C(NS(=O)(=O)c1ccc2c(c1)OCCO2)C(=O)OCC(=O)Nc1ccccc1 (stereo unspecified),-1.0,-5.5,-2.3,0.1,-7.2,-4.8,-7.2,-3.3
COc1cccc(Cn2cccc(S(=O)(=O)N3CCCC3)c2=O)c1,-6.3,-9.4,-5.4,-4.9,2.3,-20.3,-4.8,-71.7
NC(=O)c1nc(-c2ccccn2)nc2c1[nH]c(=O)n2-c1ccc2c(c1)OCO2,2.7,13.2,-4.5,5.7,45.0*,-153.8,42.7*,42.8*
COC(=O)c1sc2ccccc2c1NC(=O)c1ccc(Br)s1,-0.1,14.1,9.1,4.5,12.2,-0.2,70.2*,19.5
CC(Nc1ncc(-c2ccc(OC(F)(F)F)cc2)cn1)c1ccccc1 (stereo unspecified),4.6,8.7,4.5,8.9,13.8,21.7,9.9,16.6
CNc1nc2c(c(=O)n1-c1ccccc1)CN(C(=O)N(C)C)CC2,-0.1,-8.2,0.9,2.3,-1.0,4.4,-18.2,2.3
Cc1nc2nc[nH]n2c(=O)c1CCC(=O)Nc1ccc(C(C)C)cc1,2.5,6.6,4.4,4.3,7.7,19.0,12.1,17.9
CC(=O)Nc1ccc(C2(C(=O)NCc3cccc(F)c3)CCC2)cc1,-0.6,0.1,0.2,-8.7,6.2,13.6,0.8,14.2
CC1CC(N(C(=O)c2ccc3c(c2)OCO3)c2ccccc2)c2ccccc2N1 (stereo unspecified),-3.0,1.0,2.3,2.3,0.3,-44.4,3.7,13.3
COc1cccc(NC(=O)C2CCCN(C(=O)Cc3c[nH]c4ccccc34)C2)c1 (stereo unspecified),0.9,10.1,1.6,0.2,-0.1,17.8,9.5,-1.4
Cc1cnn(CC2CCCN2Cc2nc(-c3ccco3)no2)c1 (stereo unspecified),-8.4,-39.0,-1.9,-9.2,-34.1,-49.7,-16.1,-174.5
COCCN1CC2(CCN(C(=O)Nc3cccc(OC)c3)CC2)C2(CCN(C)C2=O)C1 (stereo unspecified),-5.3,-29.8,-2.4,-0.9,-15.2,-85.0,-39.5,-68.8
CN1CC(c2nc3ccccc3n2Cc2c(Cl)cccc2Cl)CC1=O (stereo unspecified),-4.1,-11.7,-1.0,-37.6,-0.4,-16.1,.,1.0
O=C(Cn1cnc(-c2noc(-c3ccncc3)n2)c1)N1CCN(c2ccccc2F)CC1,-1.5,4.8,-1.2,4.1,12.9,11.5,11.2,52.3*
O=C(NCc1ccccc1)NCc1nnnn1-c1ccccc1,-0.2,-2.3,1.4,-2.0,-5.5,-1.6,3.8,9.8
COc1ccccc1N(CC(=O)Nc1ccccc1-c1ccccc1)S(=O)(=O)c1ccc(F)cc1,10.2,8.3,15.0,14.4,29.3,19.1,7.5,17.7
Fc1ccc(-c2cn3c4ccccc4n(Cc4ccc(Cl)cc4)c3n2)cc1,0.3,28.8,-3.9,-52.5,-11.4,62.2*,45.7*,-11.9
Cc1c(C2Nc3ccccc3NC3=C2C(=O)CC(C)(C)C3)cnn1C (stereo unspecified),0.1,5.1,-6.1,2.2,14.0,-14.5,5.2,-1.0
COCCN1C(=O)CO[C@H]2CN(c3nccc(OC)n3)C[C@H]21,4.4,1.0,0.0,-2.9,6.7,-247.4,-22.6,15.7
CC(=O)c1ccc(N2CCN(C3=NC(C)C(=O)N3c3ccc(C)cc3)CC2)cc1 (stereo unspecified),2.4,9.4,3.5,3.0,6.2,8.8,4.2,14.8

# Given with values under each structure: 3 of the compounds above
# The line under a structure holds: UCHL1 block	USP28 block	USP10 inh	USP7 inh	OTUD3 inh	USP8 inh	USP17 inh	USP30 inh
> COc1cccc(Cn2cccc(S(=O)(=O)N3CCCC3)c2=O)c1
    -6.3	-9.4	-5.4	-4.9	2.3	-20.3	-4.8	-71.7
> Cc1c(C2Nc3ccccc3NC3=C2C(=O)CC(C)(C)C3)cnn1C (stereo unspecified)
    0.1	5.1	-6.1	2.2	14.0	-14.5	5.2	-1.0
> CN1CC(c2nc3ccccc3n2Cc2c(Cl)cccc2Cl)CC1=O (stereo unspecified)
    -4.1	-11.7	-1.0	-37.6	-0.4	-16.1	.	1.0

# The list continues.
SMILES,UCHL1 block,USP28 block,USP10 inh,USP7 inh,OTUD3 inh,USP8 inh,USP17 inh,USP30 inh
COc1c2c(cc3c1C(CC(=O)c1c(O)c(OC)c4occc4c1OC)[N+](C)(C)CC3)OCO2 (stereo unspecified),4.1,13.0,-1.5,-9.6,1.4,28.0,29.8,38.7*
COc1cc(Cl)ccc1Nc1ncc(C(=O)Nc2ccc3c(c2)OCO3)c2ccccc12,2.2,16.4,5.5,9.5,19.1,38.8*,15.2,6.9
CCCCOc1ccc(C(=O)Nc2ccccc2C(=O)N2CCCC2)cc1,1.7,5.0,2.5,1.3,-0.2,0.0,-0.3,4.3
Cc1cc(N2CC3(CCCCC3)OC2=O)nc(C2CCNCC2)n1,-1.3,-7.0,-1.0,1.4,-1.8,-0.5,-2.7,-17.3
CC(=O)N1CCC(n2c(C)nc(C(=O)NCc3ccc(F)cc3)c2C)CC1,1.2,3.0,-2.2,-0.3,1.9,-0.7,1.2,-4.8
Cc1nc(-n2cc(C(=O)C(C)Oc3ccc(Cl)cc3)nn2)nc2c1CCCC2 (stereo unspecified),5.8,1.7,4.1,6.0,4.8,1.4,-1.9,-6.0
COc1cc(CN[C@@H]2CCC(=O)N[C@H]2c2cc(F)cc(F)c2)ccc1O,0.0,2.6,1.7,0.1,-0.3,7.9,2.0,5.2
c1ccc2nc(-c3nc(-c4ccn5cnnc5c4)no3)ccc2c1,-2.7,-18.3,-2.3,-2.2,-7.1,-6.2,-6.1,-37.2
Cc1cccc(OCC(=O)NCC(c2ccc(C)o2)N2CCCCC2)c1 (stereo unspecified),-2.2,-18.7,-0.7,-4.7,-1.4,-1.3,-14.7,-10.4
N#Cc1ccc(CN2CCCC(c3nc(-c4cccnc4)n[nH]3)C2)cc1 (stereo unspecified),0.7,0.0,0.7,-0.1,-0.9,0.4,-7.3,-0.1
Cc1cccc(CSCCNC(=O)CN2C(=O)c3cccc4cccc2c34)c1,-4.3,4.0,-1.1,-3.6,-5.3,0.1,40.9*,23.0
CN(C)CCCN(C(=O)CS(=O)(=O)c1ccc(F)cc1)c1nc2ccccc2s1,0.9,11.6,-2.0,3.0,8.7,4.0,0.1,20.4

# Shown as a hit in USP8 inh (from the list above):
SMILES,UCHL1 block,USP28 block,USP10 inh,USP7 inh,OTUD3 inh,USP8 inh,USP17 inh,USP30 inh
Fc1ccc(-c2cn3c4ccccc4n(Cc4ccc(Cl)cc4)c3n2)cc1,0.3,28.8,-3.9,-52.5,-11.4,62.2*,45.7*,-11.9
COc1cc(Cl)ccc1Nc1ncc(C(=O)Nc2ccc3c(c2)OCO3)c2ccccc12,2.2,16.4,5.5,9.5,19.1,38.8*,15.2,6.9

# The list goes on.
SMILES,UCHL1 block,USP28 block,USP10 inh,USP7 inh,OTUD3 inh,USP8 inh,USP17 inh,USP30 inh
CCc1ccccc1N(CC(=O)Nc1ccc(S(=O)(=O)N2CCOCC2)cc1)S(=O)(=O)c1ccccc1,2.7,-8.3,0.2,6.0,-3.2,-293.7,-35.9,-24.0
Cc1nc(-c2nccn2C)cc(C2CCCCN2C(=O)c2cccnc2)n1 (stereo unspecified),0.0,16.4,-3.0,1.5,13.6,0.0,-4.8,11.3
C=C(C)C1CC[C@]2(CO)CCC3(C)C(CCC4[C@@]5(C)CC[C@H](O)C(C)(C)C5CC[C@]43C)C12 (stereo partly specified),0.1,5.8,2.4,0.0,11.2,2.5,13.8,16.2
COc1ccc(CC(=O)NCc2ccc3[nH]c(C)cc3c2)cc1,-7.7,9.8,-4.2,-3.7,-16.6,13.6,56.3*,-49.6
O=C(Nc1ccc2nc3n(c(=O)c2c1)CCCC3)c1ccc(F)cc1Cl,-0.5,-2.3,-4.4,-5.1,-13.3,-0.8,-6.5,-63.1
O=C(c1ccc(Br)o1)N1CCN=C1SCc1cccnc1,2.3,13.5,0.9,3.3,19.3,-0.4,6.3,18.8
CC(C)(C)c1ccc(C2CC(=O)C3=C(C2)Nc2ccccc2N(C(=O)CCC(=O)O)C3c2cccc([N+](=O)[O-])c2)cc1 (stereo unspecified),-0.8,3.2,32.7*,-10.2,-13.2,-73.6,20.7,21.8
O=C(c1ccc(-n2cccc2)cc1)N1CCCC2(COCCN(c3ncccn3)C2)C1 (stereo unspecified),0.1,.,-3.3,-5.6,2.8,-2.6,-14.4,.
O=C(C1=CSCCO1)N1CCc2ccccc2C1,-0.1,14.3,1.7,-42.2,2.4,7.0,-2.6,-3.5
CN1CC(c2nc3ccccc3n2Cc2ccccc2)CC1=O (stereo unspecified),-0.2,-4.8,-6.4,-36.8,0.3,-1.2,-0.2,-4.7
CC1=C(c2ccc(C(C)C)cc2)S(=O)(=O)N(CC(=O)Nc2ccccc2C)C1=O,8.7,39.2*,13.4,8.4,28.2,26.6,22.3,32.1*
O=C(NCc1ccc2c(c1)OCO2)c1cncc(NS(=O)(=O)c2ccc3c(c2)OCCO3)c1,1.1,4.6,-5.6,4.0,0.2,10.9,4.0,-32.1
CN(C)c1c(F)cc(-c2nn[nH]n2)cc1F,0.8,.,1.3,5.9,0.9,1.3,9.1,.
CCN(Cc1ccccc1)S(=O)(=O)c1ccc(C(=O)Nc2ccc(S(N)(=O)=O)cc2)cc1,1.2,5.4,7.4,-3.0,-9.7,0.7,32.6*,-2.6
COc1ccc(C(=O)CSc2nnc(-c3ccc(OC)c(OC)c3)n2C2CCCCC2)cc1OC,0.3,-0.7,-2.9,-14.3,0.5,0.5,-11.4,7.7
CN1CCC(N(C)S(=O)(=O)c2ccc(NC(=O)c3cccc(OCc4ccccc4)c3)cc2)CC1,4.3,51.7*,-0.3,-18.2,-17.9,-7.5,-4.1,0.1
COc1c(C2CCCN2Cc2ncc(C(C)(C)C)o2)c(C)nn1C (stereo unspecified),-4.0,-11.8,-6.2,-0.2,-1.7,-0.1,-4.4,-42.9
Cn1c(=O)c2c(nc(N3CCN(c4cccc(Cl)c4)CC3)n2CCSc2ncccn2)n(C)c1=O,-0.3,1.9,-1.4,2.6,3.4,9.6,1.5,11.7
O=C1CO[C@H]2CN(Cc3c[nH]c4ccccc34)C[C@H]2N1Cc1ccccn1,-0.7,0.1,-7.0,-1.5,9.1,13.1,0.4,-0.2
CCc1cccc(C)c1NC(=O)CSc1nc2ncccc2[nH]1,-2.5,-15.0,-3.1,-2.9,-12.3,-23.2,-17.9,-38.4
O=C1CCCc2cc(S(=O)(=O)N3CCCC(C(=O)N4CCOCC4)C3)ccc2N1 (stereo unspecified),-3.6,-3.8,-1.5,1.1,0.0,0.2,1.0,9.2
COc1ccc(C(=O)CN2C(=O)c3ccccc3OC(c3ccccc3)C2=O)cc1 (stereo unspecified),3.8,-1.9,5.7,9.1,3.7,-1.0,2.9,6.0
O=C(c1cn(-c2cc(N3CCCCC3)ncn2)cn1)N1CCCCC1,3.9,16.1,0.0,-6.9,11.2,-0.7,-3.7,20.5
Cn1nccc1-c1cc(CC2CCN(S(C)(=O)=O)C2)ncn1 (stereo unspecified),-0.8,-4.2,0.5,1.4,0.5,-0.4,7.8,3.7
O=C(N[C@@H]1C[C@@H](Oc2ccccc2)[C@H](O)[C@H]1O)c1cn[nH]c1,-1.3,12.2,0.5,2.3,15.3,20.4,12.2,22.0
C[C@@H](C(=O)NCCc1ccc(F)cc1)N1C(=O)N2CCc3c([nH]c4ccccc34)[C@@]2(C)C1=O,2.9,22.2,0.6,4.3,10.5,20.8,17.2,18.0
CCOC(=O)C1=C(C)Oc2ncn3nc(-c4ccccn4)nc3c2C1c1ccccc1 (stereo unspecified),-0.1,-11.3,0.1,-0.4,-10.4,4.7,-5.8,-13.1
Cc1oc2ncn(CC(C)C)c(=O)c2c1C(=O)NC1CCCCC1,0.5,19.5,1.0,2.4,11.3,-0.8,9.9,16.6
Cc1cc(=O)n(CC(=O)Nc2ccc(F)cc2C)c(N2CCCC2)n1,2.0,1.2,2.6,-10.4,11.8,12.7,16.9,25.4
CN1CCc2cc(C(CNC(=O)C3CCCCC3)N3CCCC3)ccc21 (stereo unspecified),-4.4,-7.5,1.8,-3.6,0.6,0.3,-10.2,-13.2
Cc1noc(-c2ccnc(-n3ncc(C(=O)NC(C)c4ccc(F)cc4)c3C)c2)n1 (stereo unspecified),0.9,15.2,3.1,9.8,7.5,7.3,7.9,22.7
O=C(Nc1ncc2c(n1)-c1ccccc1CC2)C1CC1,-0.4,-14.6,0.0,1.8,-11.8,1.4,55.7*,8.3
